TAG inh – inhibitors of triacylglycerol accumulation, primary screen, cell-based, uHTS, fluorescence, H9c2 | H9c2 cells, Nile Red lipid (TAG) fluorescence; cells loaded with 200 µM oleic acid | inhibition, % at 12.5 µM | actives 0.66% (n = 230,000);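 active = pattern-corrected inhibition of lipid staining of at least 50% with the nuclear-stain viability signal not falling by more than 50%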;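 also: 0% = DMSO wells and 100% = triacsin C control wells; some results filed as inactive read as strong as hits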
TAG inh DAPI viability – recorded beside TAG inh, whose call it bears; DAPI nuclei signal change (viability), lower = more cytotoxic, %;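 whole-well DAPI fluorescence read on a plate reader as a viability signal; minus 50 percent equals half of cells still viable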
* = called active by the depositor. Not all compounds are listed, so the mix of outcomes need not match the whole.

No. | SMILES | TAG inh | TAG inh DAPI viability
1 | Cc1ccc(N2CC(O)=C(c3ccccc3)C2=N)cc1 | 9 | -6
2 | Cc1nnc(SCC(=O)Nn2cnnc2)s1 | 0 | -2
3 | O=C(Nc1ccc(-c2cn3ccsc3n2)cc1)C1CC1 | 19 | 4
4 | COc1cccc2sc3cc(C#CC4(O)CCCCC4)ccc3c(=O)c12 | 4 | -1
5 | O=C1/C(=C/c2cccc(Br)c2)SC(=S)N1CCC(=O)N(CCO)c1ccccc1 | -1 | -7
6 | NC1=CC(=O)C(=O)c2cccnc21 | 10 | -34
7 | Cc1cc(-c2nnc(SCC(=O)Nc3ccccc3)n2C)no1 | 3 | -2
8 | CCN(C(=O)COC(=O)c1ccc(C=O)cc1)c1c(N)n(Cc2ccccc2)c(=O)[nH]c1=O | -7 | -3
9 | CCC(C)[C@H](NC(=O)NCc1ccc(Cl)cc1)C(=O)O (stereo partly drawn) | 0 | -7
10 | COc1ccc(-c2ccccc2)cc1NC(=O)C1(C)CCN1C(=O)C(C)C (stereo not drawn) | 4 | -5
11 | Cc1ccc(NC(=O)N(Cc2ccc3c(c2)OCO3)Cc2cc3cc4c(cc3[nH]c2=O)OCCO4)cc1 | 21 | 10
12 | CCOC(=O)[C@@H]1[C@H]2COc3ccc(Br)cc3[C@@H]2N2C(=O)N(c3ccc(Br)cc3)C(=O)[C@]12C | 1 | 4
13 | CCOC(=O)C1(Cc2ccccc2Cl)CCN(Cc2csc(C(C)=O)c2)CC1 | -8 | 10
14 | CCN(CC)C(=O)c1[nH]cnc1C(=O)Nc1ccc(Cl)cc1 | 1 | 4
15 | Cc1ccc(/C=N/Nc2nc(Cl)c(Cl)cc2Cl)s1 | -6 | 6
16 | c1cncc(CNC2CCCc3ccccc32)c1 (stereo not drawn) | 6 | -15
17 | CCCCNC(=O)c1ccc2nc(-c3ccco3)c(-c3ccco3)nc2c1 | 7 | -6
18 | O=C(CSc1ccc([N+](=O)[O-])cn1)Nc1ccccc1N1CCOCC1 | -7 | -7
19 | COCCCNC(=O)COc1ccc(-c2nccc(-c3ccccn3)n2)cc1 | 7 | 4
20 | S=C(NCCCc1ccccc1)Nc1ccccc1 | 8 | 9
21 | CCc1nc2ccccc2c(=O)n1NC(=O)c1c(O)c2cccc3c2n(c1=O)CCC3 | 3 | 9
22 | O=C(CCc1ccccc1)NNC(=O)c1ccccc1F | -7 | 2
23 | CC1CC(C)CN(S(=O)(=O)c2cccc3cccnc23)C1 (stereo not drawn) | -4 | 2
24 | Cc1cc(Br)ccc1OCCN1CC(C)OC(C)C1 (stereo not drawn) | -1 | 1
25 | CCOc1ccc2oc(-c3ccccc3)c(C(=O)O)c2c1 | 11 | -6
26 | OC[C@@H]1CN(Cc2ccccc2)C[C@H](n2cnc3c(Nc4ccccc4)ncnc32)O1 | 6 | 6
27 | COc1cccc(/C=C/C(=O)OCC(=O)c2ccc3c(c2)NC(=O)CO3)c1 | -7 | -1
28 | CCCCC(CC)CNC(=O)CCS(=O)(=O)c1cccc2nonc12 (stereo not drawn) | -8 | 7
29 | CC(=O)c1cc(CN2CCN(CCc3ccccc3)C(CCO)C2)cs1 (stereo not drawn) | 13 | -4
30 | CC(O)c1nc2ccccc2n1Cc1nnc(-c2ccc(Cl)cc2)o1 (stereo not drawn) | 0 | 6

No. | SMILES | TAG inh | TAG inh DAPI viability
31 | CCCOc1ccc(/C(O)=C2/C(=O)C(=O)N(CCN3CCOCC3)C2c2ccccc2)cc1 (stereo not drawn) | 0 | -4
32 | CCN(CC)S(=O)(=O)c1ccc(CNC(=O)CN2C(=O)NC3(CCc4ccccc43)C2=O)cc1 (stereo not drawn) | 19 | -9
33 | O=C(NC(Cc1ccc(O)cc1)C(=O)O)c1ccco1 (stereo not drawn) | -1 | -16
34 | COc1ccc(NC(=O)c2c(N)no[n+]2[O-])c(OC)c1 | -12 | 14
35 | O=C(COC(=O)c1cccnc1Cl)NCCCc1ccccc1 | 8 | 8
36 | O=S(=O)(NCc1ccc(Cl)cc1Cl)c1cccs1 | 8 | -4
37 | CCCCCCN(C(=O)CCCN1C(=O)NC(c2ccc(-c3ccccc3)cc2)C(C(=O)OCc2ccccc2)=C1C)C(C)C(=O)NCCCC (stereo not drawn) | 38 | -8
38 | COC(=O)C1=C(N)OC2=C(C(=O)CC(C)(C)C2)C1c1cccs1 (stereo not drawn) | -5 | -8
39 | O=C(NCc1ccc(C(F)(F)F)cc1)C12CN(Cc3ccccc3)CC1C(c1cccc([N+](=O)[O-])c1)=NO2 (stereo not drawn) | -9 | 0
40 | Cc1ccc(-c2nc3ccccc3[nH]2)s1 | 2 | 4
41 | O=C(c1ccc(Cl)nc1)N1CCN(S(=O)(=O)c2ccc3c(c2)OCCO3)CC1 | -2 | 0
42 | Cc1cc(-c2cc(C(=O)NC3CCCC3)on2)nc(NCC2CC2)n1 | 2 | -9
43 | Cc1nn(C2CCS(=O)(=O)C2)c(Cl)c1/C=C/C(=O)OCC(=O)Nc1ccccc1[N+](=O)[O-] (stereo not drawn) | -10 | 5
44 | O=S(=O)(NC1CCCCCCC1)c1cccs1 | -9 | -21
45 | O=C1CN=C(Nc2ccccc2)N1Cc1cccs1 | 11 | -6
46 | Cc1cccc(NS(=O)(=O)c2ccc(Oc3ccccc3)cc2)n1 | 7 | 5
47 | c1ccc(Cn2nnc3c(N4CCOCC4)ncnc32)cc1 | -7 | 1
48 | CN(Cc1ccccc1F)C(=O)CCNC(=O)c1ccc(C(C)(C)C)cc1 | -5 | -1
49 | CC(C)OC(=O)Cn1c(=O)sc2ccccc21 | 3 | 7
50 | CCN(CC)CCN1C(=O)C(O)=C(C(=O)c2cccs2)C1c1ccc(C)o1 (stereo not drawn) | -7 | -2
51 | CCN1C(=NCCCOC(C)C)N[C@@H](c2ccccc2)[C@H](C(=O)OC)[C@H]1C | 7 | 4
52 | Cc1ccc(-n2ncc(C(=O)O)c2C2CCN(C(=O)OC(C)(C)C)CC2)cc1 | -6 | 3
53 | Cc1ccc(S(=O)(=O)/C(C#N)=C/c2c(N3CCOCC3)nc3ccccn3c2=O)cc1 | 5 | -12
54 | CC1CCCC(NC(=O)COC(=O)COc2ccc(Cl)cc2)C1C (stereo not drawn) | -18 | 7
55 | Cc1nn(C(=O)CN2C(=O)c3ccccc3C2=O)c(C)c1Br | 6 | -14
56 | COc1ccc(/C=C\c2onc(C)c2S(=O)(=O)N2CCC(C(=O)NCCC(C)C)CC2)cc1 | -15 | -17
57 | C=CCOc1ccccc1CNc1ccc2c(c1)OCCO2 | -48 | 12
58 | CCCN1C(=O)COc2ccc(C(=O)c3ccccc3C(=O)O)cc21 | 8 | -1
59 | CCOC(=O)c1cnc(SCC(=O)N2CCN(c3ccccc3)CC2)nc1N | -13 | 0
60 | COc1ccc(-c2c(-c3cc(OC)cc(OC)c3)n(C)c3ccc(-c4ccc5cc[nH]c5c4)cc23)cc1 | -41 | 199

No. | SMILES | TAG inh | TAG inh DAPI viability
61 | Cc1ncc(C)c2c([N+](=O)[O-])cccc12 | 0 | 9
62 | CCNC(=S)N1N=C2c3ccccc3CCC2C1c1ccc(F)cc1 (stereo not drawn) | 5 | 2
63 | Cc1sc2ncn(-c3ccccc3)c(=O)c2c1C | -2 | 1
64 | Cc1[nH]c2ccccc2c1N=Nc1ccccc1F | 10 | -7
65 | CCc1nnc(NS(=O)(=O)c2ccc(NC(=O)COc3ccc4ccccc4c3)cc2)s1 | -8 | 0
66 | CC(=O)Nc1ccc(C(=O)NNC(=O)C2CC2)cc1 | 2 | 3
67 | O=C(Nc1ccc(Cl)cc1)P(=O)(O)c1ccccc1 | 4 | 6
68 | Cc1ccc(CNC(=O)c2ccc(N(C)C)cc2)cc1 | -2 | -7
69 | CN(c1ccccc1)S(=O)(=O)c1cccc(NC(=O)C2CCCO2)c1 (stereo not drawn) | 8 | -3
70 | Cc1ccc(Cl)cc1NS(=O)(=O)c1c(C)[nH]c(=O)[nH]c1=O | 13 | -10
71 | COC(=O)C1=C(C)NC2=C(C(=O)C(C(=O)OC)C(c3ccc(OC)cc3)C2)C1c1ccccn1 (stereo not drawn) | 21 | -2
72 | Cn1c(CSCc2ccccc2Cl)nnc1SCC(=O)Nc1nccs1 | -4 | -1
73 | COc1ccc(-n2ncc(C(=O)N3CCN(c4ccc(F)cc4)CC3)c2C)cc1 | 3 | -8
74 | O=C(CS(=O)(=O)c1ccccc1)NCc1ccc(Cl)cc1 | 8 | -8
75 | CN1CCN(c2nnc(-c3ccccc3)c(-c3ccccc3)n2)CC1 | 0 | 7
76 | CN=c1scc(-c2c[nH]c3ccccc23)n1C | 12 | -14
77 | CC(C)(O)C#Cc1ccc(C(=O)N2CCC(CCC(=O)NC3CC3)CC2)cc1 | -12 | -3
78 | COc1ccc(S(=O)(=O)N(C)CC(=O)N2CCCC2)cc1 | 6 | 3
79 | C[C@@H](C(=O)N1CCN(C(=O)OC(C)(C)C)CC1)n1cc(CCC(=O)O)nn1 | 14 | -11
80 | CC(Nc1c([N+](=O)[O-])c(=O)oc2ccccc12)c1ccccc1 (stereo not drawn) | -8 | 9
81 | CCN1/C(=C/C(C)=O)Sc2ccc(OC)cc21 | -15 | 0
82 | COCCNC(=O)c1ccccc1NC(=O)Cc1ccccc1 | -11 | -3
83 | N#Cc1ccc(COC(=O)Cn2nnc(-c3ccccc3)n2)cc1 | 4 | 9
84 | CC(c1nc2ccccc2c(=O)[nH]1)N1CCN(C)CC1 (stereo not drawn) | -2 | -9
85 | COc1ccc(Cl)cc1C(=O)n1nc(C)cc1C | -6 | -2
86 | COc1cc(CN2CCC(C(=O)NC(c3ccccc3)c3ccsc3)CC2)cc(OC)c1 (stereo not drawn) | 0 | 12
87 | CC(C)Cc1nnc(NC(=O)CCC(=O)Nc2ccc(F)cc2)s1 | 14 | 2
88 | COc1ccc(-c2noc(CN(C)S(=O)(=O)c3ccc(C)cc3)n2)cc1 | -15 | 13
89 | O=C(NC1CCCC(C(F)(F)F)C1)c1ccc([N+](=O)[O-])o1 (stereo not drawn) | 101 | -74
90 | CC(C)C(=O)NCCc1nc2ccccc2n1C | 15 | -7

No. | SMILES | TAG inh | TAG inh DAPI viability
91 | CC(C)(C)OC(=O)C[C@@H]1C/C=C\C[C@H](CC(=O)N(CCO)Cc2ccccc2)C(=O)N[C@H](C(C)(C)C)COC1=O | 7 | -14
92 | CC(C)(C)c1cc2cccnc2n1Cc1cccc(F)c1 | -7 | 10
93 | Cc1onc(-c2ccccc2Cl)c1C(=O)N(C)CC(=O)Nc1ccc(F)c(F)c1F | 12 | -2
94 | C=CCNC(=O)CSc1nnc(-c2ccncc2)n1CCc1ccccc1 | -12 | 7
95 | CS(=O)(=O)N1CCC(C(=O)NCc2ccc(F)cc2)CC1 | 10 | 2
96 | O=C(CSc1n[nH]c(-c2ccncc2)n1)NCCc1ccccc1 | 5 | 1
97 | CCc1noc(C)c1C(=O)Nc1nc(-c2cc(OC)ccc2OC)cs1 | 3 | -5
98 | Cc1nc(-c2ccc(F)cc2)c(CC(=O)N(C)CC(=O)Nc2ccc(Br)cc2C)s1 | 9 | -17
99 | COc1ccc(C(CNC(=O)c2ccc(NS(=O)(=O)c3ccccc3)cc2)N2CCOCC2)cc1 (stereo not drawn) | -10 | 1
100 | COc1ccccc1C(=O)NCCC(=O)NCC(c1ccccc1OC)N1CCCC1 (stereo not drawn) | 7 | 4
101 | COc1ccc(OC)c(NC(=O)c2ccccc2N(Cc2ccccc2)S(C)(=O)=O)c1 | -21 | -9
102 | NS(=O)(=O)c1ccc(NC(=O)C2(c3ccccc3)CCCC2)cc1 | -10 | 1
103 | COc1ccc(C(=O)N2c3cc4c(cc3C(C)=CC2(C)C)OCO4)cc1 | -57 | 3
104 | CC(C)(C)OC(=O)N1CCc2onc(-c3ccc(N)cc3)c2C1=O | -19 | 2
105 | O=C(COc1ncnc2sccc12)Nc1ccc2c(c1)OCCO2 | -1 | -3
106 | Cc1csc(NC(=O)CNC(=O)OCc2ccccc2)n1 | -3 | -2
107 | S=C1N(c2ccccc2)C(c2ccccc2)N2CCCN12 (stereo not drawn) | -13 | -4
108 | C#CCOCCOCCOCCNc1nc(N2CCN(C(=O)CCCCCCCCCCNC(=O)[C@@H](CCSC)n3cc(CCO)nn3)CC2)nc(N2CCN(C(=O)CCCCCCCCCCNC(=O)[C@H](CCCN=C(N)N)n3cc(C[C@@H](C)CC)nn3)CC2)n1 | -6 | 9
109 | CC(C)OC(=O)c1cc2c(ccn2C)n1CC(=O)N1CCC(Cc2ccccc2)CC1 | 9 | 8
110 | Cc1c(C(=O)NCCSCc2c(F)cccc2Cl)cnn1-c1ccc(F)cc1 | -6 | -5
111 | Cc1ccc(C)c(S(=O)(=O)N2CCN(Cc3cc4c(cc3O)OCO4)CC2)c1 | 4 | -2
112 | CCc1cc(CNC(=O)C2CCC(=O)N(Cc3cccc(F)c3)C2)on1 (stereo not drawn) | 18 | -13
113 | COc1ccccc1CNC(=O)c1csc(Cc2ccc(Cl)cc2)n1 | -33 | 3
114 | Cc1ccc(CSc2nnc(CNc3ccc(F)cc3)o2)cc1 | 6 | -1
115 | CCCCC(CC)C(=O)Nc1ccccc1C#N (stereo not drawn) | 8 | -4
116 | CCCCNc1cc(=O)n(C)c(=O)n1C | 6 | 7
117 | C=C(C)Cn1c2ccc(NC(=O)NCc3ccc(F)cc3)cc2c(=O)n1C | -21 | 26
118 | CC1(C(=O)Nc2ccc3c(c2)OCCO3)CCN1C(=O)C1(c2ccc(Cl)cc2)CC1 (stereo not drawn) | -14 | 8

Screening results: PubChem BioAssay, Sanford-Burnham Center for Chemical Genomics
